High-throughput results deposited in PubChem by several laboratories.
CendR NRP1 mod: NRP-1/CendR interaction modulation. FAM-RPARPAR peptide binding to NRP-1, fluorescence polarization. inhibition, % at 25 µM. 0.85% of 360,000 active;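 active = inhibition or corrected inhibition above about 18%, plus a signal ratio from 0.5 to 1.5, limit read from the data, passing the limit was not always enough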; note: strong numbers were not always called active
SKN-1 inh: C. elegans SKN-1 inhibition; C. elegans VP596 Pgst-4::GFP/RFP ratio, acrylamide-induced, 24 h; inhibition, % at 21.8 µM; 0.49% of 360,000 active; AID 624304;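 active = interference check ratio from 0.5 to 1.5 plus GFP to RFP signal ratio inhibition reaching or exceeding a fixed threshold, cut at about 30% in these data, passing the limit was not always enough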; note: some compounds called inactive have numbers as strong as hits
MT1-MMP act inh: blocks activation of human MT1-MMP. P50281. HT1080 RFP-PRO-GFP cells, GFP/RFP ratio fluorescence, overnight; percent of plate control window, DMSO zero. GFP/RFP ratio change, % at 20 µM. 0.061% of 360,000 active;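 active = GFP/RFP ratio change of at least 30% with cell ATP level not reduced by more than half and red fluorescence within 50% of control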; note: strong numbers were not always called active
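system = RFP-PRO-GFP reporter HT1080 cells | dosing = 20 µM single dose, 1% DMSO | timing = overnight cell settling, then overnight compound exposure, 37 °C, 5% CO2 | read-out basis = GFP/RFP fluorescence ratio | controls = DMSO and RFP-L50D-GFP cell wells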
Rin1 Abl inh: blocks binding of human Rin1 to Abl; P00519+Q13671; TR-FRET Rin1/Abl binding, biochemical; inhibition, % at 7.35 µM; 0.4% of 360,000 active; in the data active = inhibition above about 5%, passing the limit was not always enough
Neddylation inh: cullin neddylation inhibition. P61081+Q13564. TR-FRET cullin neddylation, biochemical. 0.58% of 360,000 active. calls only at 25 µM. AID 651699; in the data active = inhibition above about 36%
FAS TE block: inhibitors of human fatty acid synthase thioesterase domain | inhibition, % at 15 µM | AID 602261 | P49327 | 0.67% of 360,000 active | recombinant FAS-TE, OMFH fluorogenic substrate, fluorescence endpoint;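 active = compounds whose normalised, plate-corrected inhibition of enzyme fluorescence in the single-dose primary screen is 50% or more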;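 note: 0% = DMSO with enzyme and 100% = substrate without enzyme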
E coli Lon inh: E. coli protease La inhibition; P0A9M0; 0.42% of 360,000 active; purified E. coli Lon protease, fluorescence polarization; inhibition, % at 7.94 µM; in the data active = inhibition above about 13%, passing the limit was not always enough;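 note: 0% = enzyme with probe and DMSO and 100% = no enzyme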
MsrA inhibitor: inhibits bovine methionine sulfoxide reductase A; inhibition, % at 15.5 µM; 0.75% of 360,000 active; AID 651718; purified bovine MsrA, absorbance read-out; in the data active = inhibition above about 4.5%;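 note: 0% = vehicle wells with enzyme and 100% = reference inhibitor wells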
bovine MsrA act: bovine methionine sulfoxide reductase A activation | purified bovine MsrA, absorbance read-out | activation, % at 10.6 µM | 0.3% of 360,000 active | AID 602163; in the data active = activation above about 7.5%;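 note: 0% = vehicle and 100% = reference activator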
The depositor's hits bear a star; i = inactive; . = not tested or not shown; + = active, no number.

SMILES	CendR NRP1 mod	SKN-1 inh	MT1-MMP act inh	Rin1 Abl inh	Neddylation inh	FAS TE block	E coli Lon inh	MsrA inhibitor	bovine MsrA act
O=C(C1=C(O)C(=O)N(CCN2CCOCC2)C1c1ccc([N+](=O)[O-])cc1)c1cc2ccccc2o1 (configuration not stated)	-1	-7	-3	-5	i	17	-4	.	-5
COc1ccc2nc(Nc3ccccc3)sc2c1	0	21	5	-2	i	11	4	-0.2	-4
CCc1nc(SCC(=O)c2ccc(Cl)s2)c2oc3ccccc3c2n1	-5	-15	-4	-8	i	22	-3	.	-9
O=C1C2C3C=CC(CC3)C2C(=O)N1c1ccc(Cl)cc1Cl (configuration not stated)	1	1	3	3	i	4	3	-1.2	-4
NC(=O)c1ccccc1N/C=C/C(=O)c1ccccc1	-22	-24	-1	-6	i	-6	2	2.0	-3
CC(C)Cc1nnc(NC(=O)CSc2nc(O)c(-c3ccccc3)c(=O)[nH]2)s1	-4	4	-2	1	i	-5	-4	0.1	-10
COc1ccc(CSc2nnc(C)n2N)cc1[N+](=O)[O-]	7	-7	3	-5	i	-3	-8	0.6	-7
CC(C(=O)Nc1ccccc1)N1C(=O)c2ccccc2C1=O (configuration not stated)	8	-22	1	1	i	-5	5	0.1	-8
Cc1cc(C)c(Nc2cc(S(=O)(=O)O)c(N)c3c2C(=O)c2ccccc2C3=O)c(C)c1	33	1	23	1	i	75*	-1	0.3	-14
O=C(CCCSc1nc(-c2ccco2)cc(C(F)(F)F)n1)NCC1CCCO1 (configuration not stated)	11	2	-8	-1	i	1	4	2.1	-3
COc1ccc(NC(=O)CSc2ncnc3c2cnn3Cc2ccccc2)cc1	0	-2	4	-5	i	-6	-7	1.3	3
COc1ccc2c(CC(=O)Nc3ccc(OC)c(NS(=O)(=O)c4ccc(F)cc4)c3)coc2c1	-29	10	4	-1	i	7	-9	0.8	-2
O=C(CSc1n[nH]c(=O)[nH]c1=O)c1ccccc1[N+](=O)[O-]	-13	-16	0	4	i	-5	-11	0.7	-3
Clc1ccc(Oc2nc3ccccc3n3cccc23)cc1	8	4	3	2	i	4	1	1.1	3
CCCC(=O)Nc1c(-c2cccs2)c(=O)c2ccccc2n1C	-1	-3	1	1	i	-2	3	2.0	-3
COc1ccccc1NC1=C(C)C(=O)CC1	10	13	.	-2	i	-7	-2	0.8	-2
CC1CCN(CCC(=O)Nc2ccc(F)c(F)c2)CC1	1	13	0	-1	i	-5	-2	-1.1	-2
COc1cc(/C=C/C(=O)O)cc(S(=O)(=O)Nc2ccccc2Oc2ccccc2)c1OC	-17	4	7	-1	i	-2	-4	-0.8	-6
CN(C(=O)c1cccc(NC(=O)Cc2ccc(NC(=O)C3CCN(C(=O)C4CC4)CC3)cc2)c1)C1CCCCC1	9	8	-6	1	i	-9	-3	-0.7	0
O=C(Nc1ccc(O)cc1C(=O)O)c1ccc(NC(=O)c2ccco2)cc1	-8	7	1	3	i	-8	-5	3.0	-4
CC(=O)N1CC(=O)N=C1SCC(=O)Nc1nc(-c2ccccc2)c(-c2ccccc2)s1	1	5	-16	-3	i	-144	10	-0.1	-10
Cc1nc(CSc2nnc(Nc3cccc(C)c3C)s2)cs1	-7	9	-2	3	i	-8	2	-0.1	-2
CCn1c(SC(C)C(=O)NC2CCCc3ccccc32)nnc1-c1cccs1 (configuration not stated)	34*	-23	4	3	i	-7	3	0.6	-7
CC(C)CCNC(=O)C1CCC(=O)N1C(C)C (configuration not stated)	3	2	8	0	i	-8	-3	-0.1	-3
CCCOc1ccc(C(=O)O/N=C(\CC)c2ccc(C)cc2)cc1	21	5	-2	-2	i	23	-3	1.4	-10

CendR NRP1 mod: what is marked active above
structure | CendR NRP1 mod | SKN-1 inh | MT1-MMP act inh | Rin1 Abl inh | Neddylation inh | E coli Lon inh | MsrA inhibitor | bovine MsrA act
CCn1c(SC(C)C(=O)NC2CCCc3ccccc32)nnc1-c1cccs1 (configuration not stated) | 34* | -23 | 4 | 3 | i | 3 | 0.6 | -7

3 entries picked at random from the list so far:
SMILES	CendR NRP1 mod	SKN-1 inh	MT1-MMP act inh	Rin1 Abl inh	Neddylation inh	FAS TE block	E coli Lon inh	MsrA inhibitor	bovine MsrA act
CCCOc1ccc(C(=O)O/N=C(\CC)c2ccc(C)cc2)cc1	21	5	-2	-2	i	23	-3	1.4	-10
O=C(CCCSc1nc(-c2ccco2)cc(C(F)(F)F)n1)NCC1CCCO1 (configuration not stated)	11	2	-8	-1	i	1	4	2.1	-3
COc1ccc2nc(Nc3ccccc3)sc2c1	0	21	5	-2	i	11	4	-0.2	-4

Returning to the listing; the six compounds before the break are reprinted first.
SMILES	CendR NRP1 mod	SKN-1 inh	MT1-MMP act inh	Rin1 Abl inh	Neddylation inh	FAS TE block	E coli Lon inh	MsrA inhibitor	bovine MsrA act
O=C(Nc1ccc(O)cc1C(=O)O)c1ccc(NC(=O)c2ccco2)cc1	-8	7	1	3	i	-8	-5	3.0	-4
CC(=O)N1CC(=O)N=C1SCC(=O)Nc1nc(-c2ccccc2)c(-c2ccccc2)s1	1	5	-16	-3	i	-144	10	-0.1	-10
Cc1nc(CSc2nnc(Nc3cccc(C)c3C)s2)cs1	-7	9	-2	3	i	-8	2	-0.1	-2
CCn1c(SC(C)C(=O)NC2CCCc3ccccc32)nnc1-c1cccs1 (configuration not stated)	34*	-23	4	3	i	-7	3	0.6	-7
CC(C)CCNC(=O)C1CCC(=O)N1C(C)C (configuration not stated)	3	2	8	0	i	-8	-3	-0.1	-3
CCCOc1ccc(C(=O)O/N=C(\CC)c2ccc(C)cc2)cc1	21	5	-2	-2	i	23	-3	1.4	-10
O=C(Cn1nc(C(=O)O)c2ccccc2c1=O)NCCC1=CCCCC1	1	-45	4	6	i	-1	3	0.2	-5
O=C(C[n+]1ccc(/C=C/c2ccccc2)cc1)c1ccc2c(c1)OCCO2	-8	-17	-6	-3	i	0	4	0.7	-3
CC(=O)OCC(C)n1c(=O)c2ccccc2n1C(C)=O (configuration not stated)	-2	7	4	.	i	-6	-3	-0.5	-3
COc1cc(C(=O)Nc2ccc(C)cc2)c(-n2cnnn2)cc1OC	-1	4	-3	0	i	-2	0	-0.8	-2
Cc1nn(CC(=O)NCCCN2CCCCC2)c(=O)c2cc(-c3ccccc3)nn12	6	5	-2	2	i	-5	-6	0.3	-2
COc1ccc(/C=N/NC(=O)c2cc(Br)ccc2O)cc1Cn1cc(Cl)cn1	0	4	-1	-3	.	0	-1	1.0	-1
CCOC(=S)N/C(=N\S(=O)(=O)c1ccc(C)cc1)c1ccccc1	-16	4	7	-2	i	-7	-4	-1.4	-5
COc1ccc(C(=O)NC2CCc3ccccc32)cc1OC1CCN(C(C)C)CC1 (configuration not stated)	23	16	-2	1	i	-5	-3	-0.1	-3
CCCCNC(=S)N(CCN(C)C)Cc1cc2cc3c(cc2[nH]c1=O)OCCO3	-13	14	-2	-1	i	-3	-5	3.7	-4
CCc1nc(C)cn1S(=O)(=O)c1ccc(Cl)c(Cl)c1Cl	11	2	-2	-2	i	4	-5	0.5	-4
O=C(NC(=S)Nc1ccccc1C(=O)O)c1ccc2ccccc2c1	-1	1	-1	-3	i	16	4	0.0	-5
Cc1cccc2c1N(CC(=O)OC(C)C)C(=O)C2=O	6	-20	2	-3	i	-5	-6	-1.2	-2
Cn1c(SCC(=O)O)nc2sc3c(c2c1=O)CCC3	-1	-2	0	1	i	-4	-4	2.3	-3
CCOC(=O)c1c(NC(=S)NC)sc2c1CC(C)(C)SC2	-14	14	-2	-2	i	7	1	3.0	2
COc1ccccc1NC(=O)Cc1nnc(SCC(=O)NC2CCCCC2)n1C	10	4	0	1	i	-5	-2	0.4	-3
Cc1nc(C)c(C(=O)O)s1	6	-1	-3	-2	i	-3	-4	-0.7	-1
Cc1nc2ccc(Br)cc2c2c1CC(CBr)O2 (configuration not stated)	-8	-1	0	-25	i	11	1	-0.6	-8
CN(C(=O)COC(=O)/C=C/c1cccs1)C1CCCCC1	7	2	0	2	i	-6	-3	2.8	-2
CCn1cc(C(=O)O)c(=O)c2cnc(N3CCN(C(=S)NC(=O)c4ccccc4)CC3)nc21	3	4	-5	-3	i	-7	2	0.8	-1
COc1ccc(C(=O)CCC(=O)NCCc2c[nH]c3ccccc23)cc1	-4	-1	0	0	i	-2	1	0.2	0
COc1cc(S(=O)(=O)Nc2ccccc2C)ccc1Cl	12	15	0	-3	i	2	0	1.1	-1
Cc1ccc(C)c(S(=O)(=O)Nc2cc(SCC(=O)O)c(O)c3ccccc23)c1	-8	6	-28	2	i	30	34*	.	3
CCCOc1ccc(C2/C(=C(\O)c3c(C)[nH]c(C(=O)OC)c3C)C(=O)C(=O)N2CCN(C)C)cc1 (configuration not stated)	-4	5	7	-1	i	0	-13	2.5	2
Cc1ccc2nc(-c3cccc(Br)c3)c(CC3CCCCC3)n2c1	-19	12	-3	0	i	19	-17	0.4	-2
O=C(O)c1ccc(NC(=O)c2ccccc2NC(=O)c2cccc(Br)c2)cc1	-7	-10	0	0	i	0	-8	-0.2	-3

Continuation:
SMILES	CendR NRP1 mod	SKN-1 inh	MT1-MMP act inh	Rin1 Abl inh	Neddylation inh	FAS TE block	E coli Lon inh	MsrA inhibitor	bovine MsrA act
O=S(=O)(NCCc1csc(-c2cccnc2)n1)c1cccs1	-11	-6	-2	1	i	-6	-3	-0.3	0
Cc1ccc(S(=O)(=O)N2CCOCC2)cc1C(=O)N1CCCCCC1	9	5	5	1	i	-6	2	-0.1	-1
CC1CCCN(CCS(=O)(=O)c2ccccc2)C1 (configuration not stated)	-4	6	2	-3	i	-7	-1	0.6	-2
CCN(CC)CCOC(=O)c1cccc2c1-c1ccccc1C2O (configuration not stated)	3	-9	-1	-4	+	-6	2	-1.3	-4
Cc1ccc(NC(=O)CSc2ccc3nnc(-c4cccnc4)n3n2)cc1	11	-2	6	-7	i	-3	-3	-0.2	-3
CCOC(=O)C1=C[C@@H](c2ccccc2)N(S(=O)(=O)c2ccc(C)cc2)[C@H]1c1cccc(Cl)c1	6	7	1	4	i	30	5	1.2	-5
CCC/C=N/NC(=O)c1ccccc1O	2	6	4	0	i	-6	-1	0.8	2
Cc1ccccc1C(=O)c1cccn1CC(=O)NCc1ccc(Cl)cc1	8	0	-2	4	i	3	1	0.8	-2
Cc1ccc(NC2=NC(c3ccccc3)n3c(nc(C)cc3=O)N2)cc1 (configuration not stated)	2	-15	-1	0	i	-3	-7	1.8	2
Clc1ccc(N2N=C(c3cccs3)CC2c2ccco2)cc1 (configuration not stated)	-16	-7	-3	-3	.	22	-4	0.4	0
O=C(NNC(=O)c1ccccc1[N+](=O)[O-])c1csc(N2CCOCC2)n1	9	18	0	2	i	-5	1	-0.1	1
CCCc1cc(C(=O)OC)c2ccccc2n1	10	3	0	2	i	-7	5	0.6	3
COc1cc2nc(-c3ccccc3C)oc(=O)c2cc1OC	4	-3	4	3	i	14	-9	-0.7	0
